Screening results as filed in PubChem BioAssay.
Growth percent in the NCI-60 one-dose screen (48 h, 10 µM unless noted): 100 = growth as untreated, 0 = no growth, -100 = all killed.
HL-60(TB): HL-60(TB) leukemia cells. AID 1794776. hit rate 9% among 78,000; active = growth percent below 10
Starred values were filed as active, the others as inactive; & = joins results of further samples; ! = not active in a repeat; [ ] = remark or other dose.

`Cc1cc2c(-c3nc4ccccn4c3N)c(O)c(O)cc2c(O)c1-c1c(C)cc2c(-c3nc4ccccn4c3N)c(O)c(O)cc2c1O` gave HL-60(TB) 10.0*.
For Cn1ccc2c3c(ccc21)C1c2ccccc2C3c2ccccc21 the results were HL-60(TB) 68.
COc1cccc(-c2oc3ccccc3c(=O)c2O)c1 was read as HL-60(TB) 64.
For COc1ccc(S(=O)(=O)N2CCN(c3cc4c(cc3F)c(=O)c(C(=O)O)cn4C3CC3)CC2)cc1OC the results were HL-60(TB) 100.
For CN(CCCl)C1c2ccccc2-c2ccccc21 the results were HL-60(TB) 88.
For O=C1c2ccccc2C(=O)c2c(Cl)ccc(O)c21 the results were HL-60(TB) 106.
CCOC(=O)CC(NC(=O)c1cccc(NCc2ccc(C(=N)N)cc2)c1)c1ccccc1 (stereo unspecified) was read as HL-60(TB) 98.
For CCN(CC)Cc1nc2ccccc2c(=O)n1/N=C/c1cc(OC)c(OC)c(OC)c1 the results were HL-60(TB) 106.
For Cc1[nH]c(N=Nc2ccccc2)nc1N=Nc1ccccc1 the results were HL-60(TB) 8.8*.
CC1(C)C2CCC1(C)C(S)C2 (stereo unspecified) was read as HL-60(TB) 106.
`Cn1cc(-c2nc(-c3ccsc3)cs2)c2ccccc21` gave HL-60(TB) 103.
For CC(=O)c1ccc(-n2c(C)nc3ncccc3c2=O)cc1 the results were HL-60(TB) 77.
For NN1C=CNn2c1nc1c(cnn1-c1ccccc1)c2=O the results were HL-60(TB) 104.
For Cc1ccc(-c2nn(-c3ccccc3)cc2/C=C/C(=O)OCc2cn(-c3ccc([N+](=O)[O-])cc3)nn2)cc1 the results were HL-60(TB) 98.
For Cc1nc(NCc2ccco2)nc(N2CCOCC2)c1Br the results were HL-60(TB) 99.
Screening CCCn1cnc2c(c1=N)C(c1ccc(Cl)cc1)c1sc3c(C)cccc3c1O2 (stereo unspecified) returned HL-60(TB) -20*.
Screening O=c1[nH]ccc2c(S(=O)(=O)N3CCCNCC3)cccc12 returned HL-60(TB) 87.
`CCCCCCCCCCCCCC(N)=O` gave HL-60(TB) 110.
`COc1ccc2oc(=O)cc(Cn3c4ccc(Cl)cc4c4ccc([C@@H](C)C(=O)O)cc43)c2c1` gave HL-60(TB) 72.
Screening CCC(c1ccc(OC)cc1)C(CC)c1ccc(O)c(CN2CCCC2)c1 (stereo unspecified) returned HL-60(TB) -46*.
`Cc1nc(N)nc(N)c1-c1ccc([N+](=O)[O-])cc1` gave HL-60(TB) 73.
`CCc1ccc2nc(NC(=O)Cc3csc(NC(=O)c4ccco4)n3)sc2c1` gave HL-60(TB) 74.
Screening COc1ccc(CNc2cc3cc(OC)c(OC)cc3c(C)n2)cc1CN1CCN(C)CC1 returned HL-60(TB) 101.
`CN1CCN(c2ccc(C(=O)/C=C/c3cc(Br)ccc3F)cc2)CC1` gave HL-60(TB) -22*.
For CNC(=O)c1cccc(N2CCc3c2ccc(NC(=O)Nc2cccc(C(F)(F)F)c2)c3F)c1 the results were HL-60(TB) 122.
Screening COc1nccc2c(-c3ccccc3)nc(N)nc12 returned HL-60(TB) 91.
Screening CC(Nc1n[nH]c2nc(-c3ccccc3)nc(N)c12)c1ccccc1 (stereo unspecified) returned HL-60(TB) 83.
`CCCCCn1sc(=O)n(Cc2ccc(CNC(=O)C(C)c3ccc(CC(C)C)cc3)cc2)c1=O` (stereo unspecified) gave HL-60(TB) -34*!.
Screening COc1cccc2c1C(=O)c1c(O)c3c(c(O)c1C2=O)CC(O)(/C(C)=N/NC(=O)CCCCC(=O)N/N=C(\C)C1(O)Cc2c(O)c4c(c(O)c2C(OC2CC(N)C(O)C(C)O2)C1)C(=O)c1c(OC)cccc1C4=O)CC3OC1CC(N)C(O)C(C)O1 (stereo unspecified) returned HL-60(TB) -9.2*[5 µM].
Screening Cc1cc(O)c(C(C)(C)C)cc1Sc1cc(C(C)(C)C)c(O)cc1C returned HL-60(TB) -21*.
Screening O=[N+]([O-])c1ccc(NN=C(CO)CO)c([N+](=O)[O-])c1 returned HL-60(TB) 93.
Screening O=C(O)c1cc(Cl)c(O)c(Cl)c1 returned HL-60(TB) 105.
For C#Cc1ccc(-n2c(/C=C/c3ccc4ccccc4n3)nc3ncccc3c2=O)cc1 the results were HL-60(TB) -35*.
`COc1cc2ccccc2[n+](C)c1-c1ccccc1F` gave HL-60(TB) 107.
For COC(=O)C(Cc1ccc(O)cc1)n1cc(COc2nc(Cl)nc(Nc3ccc(N4CCOCC4=O)cc3)n2)nn1 (stereo unspecified) the results were HL-60(TB) 101.
For COC(CC(F)F)c1ccc2ccccc2c1 (stereo unspecified) the results were HL-60(TB) 98.
`Oc1c(-c2nnc(-c3ccccc3)o2)sc2nnc(-c3ccccc3)c(-c3ccccc3)c12` gave HL-60(TB) 83.
Screening CNc1ccc(NC)c2c1C(=O)c1ccccc1C2=O returned HL-60(TB) 87.
`Fc1ccc(-c2cc3nc(C(Cl)Cl)nc(-c4ccc(F)cc4)n3n2)cc1` gave HL-60(TB) -1.8*.
Screening COc1cccc(N2CCN(c3ncnc4[nH]ccc34)CC2)c1 returned HL-60(TB) 94.
Screening N/C(=N\c1nc(=O)c2ccccc2c(=O)[nH]1)N1CCCCC1 returned HL-60(TB) 96.
`Cc1cc(Cc2cc(C)c(N)cc2N)c(N)cc1N` gave HL-60(TB) 86.
CCC1([N+](=O)[O-])COC(c2ccccc2)OC1 (stereo unspecified) was read as HL-60(TB) 118.
Screening CCCCN(C(=O)c1ccc2c(c1)NC(=O)CS2)c1ccccc1 returned HL-60(TB) 81.
Screening CC1=CC(C)=Nc2ccccc2N1 returned HL-60(TB) 98.
O=C(CC(C[N+](=O)[O-])c1ccccc1)c1ccc(O)cc1 (stereo unspecified) was read as HL-60(TB) 109.
For O=C1CS/C(=N\N=C(c2ccccc2)c2ccccc2)N1 the results were HL-60(TB) 71.
`O=C(O)C1(C(=O)O)CCCC1` gave HL-60(TB) 93.
For Cc1cc(=O)n2n1-c1ccc(Cl)cc1NC(=O)C2 the results were HL-60(TB) 101.
For O=C(O)c1ccc2c(c1)C(=O)N(c1ccc(Oc3ccc(N4C(=O)c5ccc(C(=O)O)cc5C4=O)cc3)cc1)C2=O the results were HL-60(TB) 96.
Screening COc1ccc(-n2nc(C(=O)NN)cc2-c2ccc(Br)cc2)cc1 returned HL-60(TB) 116.
For CCc1cc(-c2cc(CC)[nH]n2)n[nH]1 the results were HL-60(TB) 85.
For CNc1ccccc1C(N)=O the results were HL-60(TB) 114.
Screening COC(=O)[C@H](CC(C)C)NC(=O)NC(=O)NC(=O)CI returned HL-60(TB) 51.
`CCOC(=O)CCCCCCCCC(C)Br` (stereo unspecified) gave HL-60(TB) 107.
Screening CCNCCCC(C)Nc1cc(OC)cc2cccnc12 (stereo unspecified) returned HL-60(TB) 40.
Screening c1ccc2c(c1)ccc1c2nc2c3cc4ccccc4n3c3ccccc3n12 returned HL-60(TB) 103.
`C=C1C(=O)OC2CC1C(OC(C)=O)C/C(C)=C/CC/C(C)=C\CCC2(C)O` (stereo unspecified) gave HL-60(TB) -52*.
`COc1cc2c3c(c(=O)oc2cc1OS(=O)(=O)c1ccccc1)CCCCC3` gave HL-60(TB) 87.
Screening Cc1c(Cl)cc(Cl)c(N)c1Cl returned HL-60(TB) 102.

The last 2 entries of the part above come first, to join the parts:
`COc1cc2c3c(c(=O)oc2cc1OS(=O)(=O)c1ccccc1)CCCCC3` gave HL-60(TB) 87.
Screening Cc1c(Cl)cc(Cl)c(N)c1Cl returned HL-60(TB) 102.
`COc1ccc(OC)c2c1[nH]c(=O)c1c3cccnc3cn21` gave HL-60(TB) 100.
For CCOC(=O)C(CC(CO)(C(C)=O)C(=O)OCC)C(C)=O (stereo unspecified) the results were HL-60(TB) 103.
`CN1CCN(CCNC(=O)Nc2ncccc2OCc2cccc(F)c2)CC1` gave HL-60(TB) 88.
CC(=O)NS(=O)(=O)c1ccc(NCCc2c(C)nc3scc(-c4ccc(C)cc4)n3c2=O)cc1 was read as HL-60(TB) 102.
For CCOC(=O)c1ccccc1C(C(=O)NC1CCCCC1)N(C)Cc1ccccc1 (stereo unspecified) the results were HL-60(TB) 78.
Screening O=C(CCCCCOc1ccc(NC(=O)Nc2ccc(Cl)cc2)cc1)NO returned HL-60(TB) 83.
CS(=O)(=O)c1ccccc1N was read as HL-60(TB) 114.
Screening CCC(=O)c1ccc(OCCN(CC)CC)cc1 returned HL-60(TB) 84.
CCCOc1ccc2nc(CC)cc(Nc3ccc(OC)cc3OC)c2c1 was read as HL-60(TB) 92.
Screening COc1ccc(-c2nc(SCc3nc4cc(Cl)c(Cl)cc4[nH]3)[nH]c(=O)c2C#N)cc1 returned HL-60(TB) 92.
For CC(O)COc1ccc(C2CCCCC2)cc1 (stereo unspecified) the results were HL-60(TB) 130&152.
Screening O=C(O)COc1cc(Cl)c(Cl)cc1Cl returned HL-60(TB) 99.
Screening CN1CCN(c2ccc(/C=C/C(=O)c3ccc(O)cc3)cc2)CC1 returned HL-60(TB) 115.
Screening COCCOC(=O)C1=C(C)NC(C)=C(C(=O)OC)C1c1cccc(C#N)c1 (stereo unspecified) returned HL-60(TB) 95.
For Cc1cc(=O)oc2cc(OCCCCOc3ccc(/C=C/C(=O)Nc4ccccc4N)cc3)ccc12 the results were HL-60(TB) 0.5*.
COc1ccc(C2=NN(C(=O)c3cc(OC)c(OC)c(OC)c3)C(c3ccc(N(C)C)cc3)C2)cc1 (stereo unspecified) was read as HL-60(TB) -18*.
For CN(C)c1cccc2c(S(=O)(=O)Nc3cccc(-c4csc(NC(=O)CCCCCN)n4)c3)cccc12 the results were HL-60(TB) 95.
For COC(=O)CSc1ccc2nsnc2n1 the results were HL-60(TB) 102.
CS(=O)(=O)c1ccc(Cl)c([N+](=O)[O-])c1 was read as HL-60(TB) 14.
For CCOC(=O)c1c2c(cn1Cc1ccccc1)-c1oncc1CC2 the results were HL-60(TB) 99.
COc1ccc(-n2c(SCC(=O)NNS(=O)(=O)c3ccccc3)nc3cc(OC)c(OC)cc3c2=O)cc1 was read as HL-60(TB) 99.
CC(C#N)N(C)C (stereo unspecified) was read as HL-60(TB) 91.
For O=C(O)c1occ(Cl)c1Cl the results were HL-60(TB) 75.
O=C1Nc2ccccc2/C1=N/n1c(N/N=C/c2nc(Br)cs2)n[nH]c1=S was read as HL-60(TB) 138.
Screening CCCc1ccc(CC(C)C=O)cc1 (stereo unspecified) returned HL-60(TB) 87.
Screening COc1ccc(C(=O)c2c(N)c(C#N)cn2Cc2ccccc2OC)cc1 returned HL-60(TB) 90.
CCCCN(CCCC)CC(C(C)=O)C(c1ccccc1)c1c(O)c2ccccc2oc1=O (stereo unspecified) was read as HL-60(TB) 101.
Screening CCSc1nc(Cl)cc(Sc2nc(N)nc3nc[nH]c23)n1 returned HL-60(TB) 82.
`COc1ccc(-c2nn(-c3ccccc3)cc2/C=C/C(=O)NNC(=O)Nc2ccc(Cl)cc2)cc1` gave HL-60(TB) 96.
`COc1cccc(/C=C/[C@@H](O)[C@@H](O)[C@@H]2O[C@H]2C)c1CO` gave HL-60(TB) 88.
For O=C(Nc1cc(Cl)ccc1Cl)P(=O)(O)c1ccccc1 the results were HL-60(TB) 96.
Screening CC(C)[C@@H](C)/C=C/[C@@H](C)[C@H]1CC[C@H]2C3=CC[C@H]4C[C@@H](O)CC[C@]4(C)[C@H]3CC[C@]12C returned HL-60(TB) 98.
COc1cc(-c2nn(-c3cccc(NC(=O)c4cccc(C(F)(F)F)c4)c3)cc2-c2ccncc2)ccc1Cl was read as HL-60(TB) 1.9*.
For CC(C)NCCOC(=O)c1ccc(N)cc1 the results were HL-60(TB) 102.
Screening COc1nc2ccccc2cc1/C=C1/C=C(c2ccccc2)OC1=O returned HL-60(TB) 101.
For N#CC1c2ccccc2C=CN1S(=O)(=O)c1ccccc1 (stereo unspecified) the results were HL-60(TB) 111.
Screening c1cc(NC2CCCCC2)ccc1CN1CCOCC1 returned HL-60(TB) 91.
CCN(CC)CCOc1ccc(C(=C(C)c2ccc(OC)cc2)c2ccc(OCCN(CC)CC)cc2)cc1 was read as HL-60(TB) -43*.
For COc1ccc(/C(C)=C(\c2ccc(Cl)cc2)c2ccc(OCCN3CCCCCC3)cc2)cc1 the results were HL-60(TB) 26.
For C#Cc1nc(C2=C(C)/C(=N/OCc3ccccc3)CC2)cs1 the results were HL-60(TB) -54*.
Screening COc1cc(-c2nc(SCCC(C)C)nc(NC(C)(C)C)c2C#N)cc(OC)c1OC returned HL-60(TB) 104.
For CCCCNC(=O)NS(=O)(=O)c1ccc(N2N=C(c3ccc(OC)cc3)CCC2=O)cc1 the results were HL-60(TB) 104.
For O=C(c1ccc2ccccc2c1)N1CC1 the results were HL-60(TB) 98.
Screening CCOC(=O)c1cc(C(=O)OCC)c(C#N)c(=O)[nH]1 returned HL-60(TB) 105.

Structures shown so far with an NH in an aromatic ring:
For Cc1[nH]c(N=Nc2ccccc2)nc1N=Nc1ccccc1 the results were HL-60(TB) 8.8*.
Screening O=c1[nH]ccc2c(S(=O)(=O)N3CCCNCC3)cccc12 returned HL-60(TB) 87.
Screening CC(Nc1n[nH]c2nc(-c3ccccc3)nc(N)c12)c1ccccc1 (stereo unspecified) returned HL-60(TB) 83.
Screening COc1cccc(N2CCN(c3ncnc4[nH]ccc34)CC2)c1 returned HL-60(TB) 94.
Screening N/C(=N\c1nc(=O)c2ccccc2c(=O)[nH]1)N1CCCCC1 returned HL-60(TB) 96.
For CCc1cc(-c2cc(CC)[nH]n2)n[nH]1 the results were HL-60(TB) 85.
`COc1ccc(OC)c2c1[nH]c(=O)c1c3cccnc3cn21` gave HL-60(TB) 100.
Screening COc1ccc(-c2nc(SCc3nc4cc(Cl)c(Cl)cc4[nH]3)[nH]c(=O)c2C#N)cc1 returned HL-60(TB) 92.
O=C1Nc2ccccc2/C1=N/n1c(N/N=C/c2nc(Br)cs2)n[nH]c1=S was read as HL-60(TB) 138.
Screening CCSc1nc(Cl)cc(Sc2nc(N)nc3nc[nH]c23)n1 returned HL-60(TB) 82.
Screening CCOC(=O)c1cc(C(=O)OCC)c(C#N)c(=O)[nH]1 returned HL-60(TB) 105.

Only part of the results is shown (hit frequency here may not be typical).
